Gal4-VP16 FLuc: inhibits Gal4-VP16 luciferase reporter, ROR gamma counter-screen; Drosophila S2 Gal4-VP16 UAS-luciferase, luminescence, 20 h; Potency, µM (highest dose often 53.6 µM), without a hit: at the highest dose activity, negative = inhibition, actives largely listed as inhibitors; 310,000 tested, 3.5% active;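 note: Gal4-VP16 expression switched on by copper sulfate through the metallothionein promoter; potency is the fitted concentration of half-maximal effect; % is set by controls: 0 for no effect and ±100 for the full control effect; nearly all actives have a fitted effect of over 50% in size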
Menin MLL FP TR: inhibitors of human menin-MLL interaction, mutant MLL peptide; 270,000 tested, 0.23% active; Menin + Texas Red MLL mutant peptide, fluorescence polarization; Potency, µM (titrated, usually from 61.6 µM), inactives show at the highest dose FP activity change, negative = inhibition, most hits filed as inhibitors; O00255; active = well fitted inhibition curve with a large enough effect in the polarisation, with a control signal flat, not every such curve was filed as active; inconclusive = small, poorly fitted or top-dose-only effect, or effect the other way, or a change in a side signal; inactive = no such curve, though single readings can be large or run the other way; the % refers to the polarisation; note: potency is the fitted concentration of half-maximal effect; % of control where 0% means no effect; many of its hits are not listed in these tables
PKM2 activator: increases activity of human pyruvate kinase M2; P14618; purified PKM2, Kinase-Glo ATP luminescence, activation; response scale: 0% is enzyme alone, no compound; Potency, µM (titrated, usually from 57.5 µM), without a hit: at the highest dose activation, actives largely listed as activators; 260,000 tested, 0.34% active; AID 1631; note: potency is the fitted concentration of half-maximal effect; % is set by controls: 0 for no effect and ±100 for the full control effect; nearly all actives have a fitted effect of over 55% in size
Target sequence (P14618 whole entry, looked up): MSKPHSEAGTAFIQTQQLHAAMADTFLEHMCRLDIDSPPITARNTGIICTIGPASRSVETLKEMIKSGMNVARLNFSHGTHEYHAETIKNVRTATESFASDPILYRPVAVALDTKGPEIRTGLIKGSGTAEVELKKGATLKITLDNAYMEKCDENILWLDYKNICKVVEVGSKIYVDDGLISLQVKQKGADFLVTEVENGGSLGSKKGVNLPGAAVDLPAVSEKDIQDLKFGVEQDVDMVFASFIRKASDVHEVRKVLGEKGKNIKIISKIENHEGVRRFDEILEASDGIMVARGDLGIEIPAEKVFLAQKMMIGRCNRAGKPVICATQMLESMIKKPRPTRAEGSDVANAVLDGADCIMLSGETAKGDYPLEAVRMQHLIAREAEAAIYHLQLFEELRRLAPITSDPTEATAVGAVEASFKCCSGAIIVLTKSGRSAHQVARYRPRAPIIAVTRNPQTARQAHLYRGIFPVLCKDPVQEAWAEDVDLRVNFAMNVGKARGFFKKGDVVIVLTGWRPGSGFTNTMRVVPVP
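Purified hPK-M2 (>95% pure) converted ADP (0.1 mM final) to ATP with 0.5 mM PEP in 50 mM imidazole pH7.2, KCl, MgCl2, Tween 20, BSA; 1 h at room temperature. ATP detected by Kinase-Glo luminescence.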
KCNH2 3.1 block: KCNH2 3.1 (human) potassium channel inhibition; U2OS KCNH2 3.1, thallium flux FluxOr; active compounds read low; activity change, % (tested at about 1.8 µM); 340,000 tested, 0.95% active; AID 720553;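 active = maximum activity change below -70%; inconclusive = maximum activity change from -70% to -50%; inactive = maximum activity change above -50%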;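 note: thallium influx rate constant from kinetic fluorescence after stimulation buffer; % is set by controls: 0 for no effect and ±100 for the full control effect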
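Measured as rate of thallium-driven FluxOr signal in transduced U2OS cells carrying the 3.1 channel, read kinetically for 2 min upon stimulation; values are rate constants scaled to DMSO control wells.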
RORg inh: blocks mouse ROR gamma transcriptional activity. P51450. Drosophila S2 Gal4-RORgamma UAS-luciferase reporter, 20 h. Potency, µM (titrated, usually from 53.6 µM), without a hit: at the highest dose activity change, negative = inhibition, actives largely listed as inhibitors. 310,000 tested, 5.4% active; note: potency is the fitted concentration of half-maximal effect; % is set by controls: 0 for no effect and ±100 for the full control effect; nearly all actives have a fitted effect of over 60% in size
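A Gal4/UAS one-hybrid system in insect cells: metallothionein-promoter Gal4–ROR gamma fusion plus Photinus luciferase reporter. Copper sulfate 700 uM final, 20 hr ambient incubation, luminescent detection after 10 min with reagent.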
Rab9 promoter act: activates the Rab9 promoter | Potency, µM (series often up to 9.22 µM), inactives show top-dose activation, negative = inhibition, actives largely listed as activators | Huh7 Rab9 promoter-luciferase reporter, luminescence, 24 h | AID 485297 | 320,000 tested, 2.8% active; note: potency is the fitted concentration of half-maximal effect; % of control where 0% means no effect; nearly all actives have a fitted effect of over 60% in size
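Quantitative HTS format; Huh7 Rab9-luciferase reporter cells (1500/well) receive compound 2 h post-plating, incubate 24 h at 37 °C, then get luciferase reagent for 10 min before luminescence reading.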
FLuc modulator: firefly luciferase modulation, counter-screen for miR-21 project | P08659 | purified FLuc, Km substrates, luminescence inhibition | Potency, µM (doses to about 57.5 µM), inactives show at the top dose activity change, negative = inhibition, most hits filed as inhibitors | 360,000 tested, 6.9% active | AID 588342;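 note: potency is the fitted concentration of half-maximal effect; plate controls were vehicle for no effect and reference inhibitor for full effect; nearly all actives have a fitted effect of over 55% in size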
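Purified P. pyralis luciferase, 10 nM final, with Km-level 10 uM D-luciferin and 10 uM ATP in 50 mM Tris acetate pH 7.5, 10 mM Mg acetate, 0.01% Tween-20, 0.05% BSA; 6-point qHTS titration about 60 µM downward; luminescence read.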
ELG1 DNA repair: blocks ELG1-dependent DNA repair in HEK293T cells | HEK293T ELG1-luciferase reporter, luminescence, 16 h; DNA damage induced by 5-fluorouridine | Potency, µM (titrated, usually from 46.1 µM), for the others: at the top dose activity change, negative = inhibition, actives largely listed as inhibitors | 330,000 tested, 2.3% active; note: potency is the fitted concentration of half-maximal effect; % is set by controls: 0 for no effect and ±100 for the full control effect; nearly all actives have a fitted effect of over 55% in size
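Cells (2,000 per well) received 5-fluorouridine plus test compound or DMSO and were incubated 16 hr at 37 °C, 5% CO2. Luciferase activity was read by luminescence 30 min after ONE-Glo addition; signal suppression marked inhibition of damage-induced ELG1 function.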
MBNL1-CUG inh: MBNL1-poly(CUG) RNA binding inhibition. Q9NR56. TR-FRET MBNL1-His/biotin-(CUG)12 binding, 665/545 ratio. Potency, µM (titrated, usually from 57.5 µM), for the others: at the top dose activity change, negative = inhibition, actives largely listed as inhibitors. 280,000 tested, 0.036% active; active = well fitted inhibition curve with a large enough effect in the signal ratio, with a control signal flat, not every such curve was filed as active; inconclusive = small, poorly fitted or top-dose-only effect, or effect the other way, or a change in a side signal; inactive = no such curve, though single readings can be large or run the other way; the % refers to the signal ratio; note: potency is the fitted concentration of half-maximal effect; % is set by controls: 0 for no effect and ±100 for the full control effect
Target sequence (Q9NR56 whole entry, looked up): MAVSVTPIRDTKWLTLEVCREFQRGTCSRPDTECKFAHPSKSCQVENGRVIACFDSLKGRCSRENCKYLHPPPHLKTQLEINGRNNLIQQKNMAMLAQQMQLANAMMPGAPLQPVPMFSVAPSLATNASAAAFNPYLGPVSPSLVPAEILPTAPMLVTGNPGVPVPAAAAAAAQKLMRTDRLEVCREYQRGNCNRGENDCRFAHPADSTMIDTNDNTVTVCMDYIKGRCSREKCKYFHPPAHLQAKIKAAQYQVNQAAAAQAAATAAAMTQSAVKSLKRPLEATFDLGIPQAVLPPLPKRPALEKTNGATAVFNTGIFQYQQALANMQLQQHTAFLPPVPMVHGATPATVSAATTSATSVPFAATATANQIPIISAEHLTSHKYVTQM
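Compound titration spanned 92 nM–58 uM against the MBNL1-His/biotin-(CUG)12 complex. After 60 min at room temperature with 5 nM streptavidin-XL665 and 0.055 ng/ul terbium anti-His, ratiometric 665/545 nm emission (Ex 340 nm) normalized to controls.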
NPC1 promoter act: activates the NPC1 promoter. Potency, µM (doses to about 9.22 µM), inactives show at the highest dose activation, usual class: activators. 320,000 tested, 2.4% active. Huh7 NPC1 promoter luciferase reporter, 24 h. AID 485313;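 note: potency is the fitted concentration of half-maximal effect; % of control where 0% means no effect; nearly all actives have a fitted effect of over 60% in size; reporter is driven by a mutant NPC1 promoter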
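Huh7 cells stably carrying NPC1 promoter–luciferase, plated in Opti-MEM with 10% FBS for 2 h, were exposed to compound in DMSO for 24 h at 37 °C; luciferase reagent was added for 10 min and luminescence read.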
Mito fusion yeast: mitochondrial division inhibition or fusion activation | S. cerevisiae fusion-defective mutant growth rescue, CellTiterGlo 48 h | Potency, µM (highest dose often 46.1 µM), for inactives: at the top dose growth rescue (activation), usual class: activators | 320,000 tested, 0.23% active;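 note: potency is the fitted concentration of half-maximal effect; % of control where 0% means no effect; nearly all actives have a fitted effect of over 45% in size; temperature-sensitive fusion mutants such as fzo1-1 at 37 °C on non-fermentable ethanol glycerol medium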
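Yeast fusion mutant, YPEG (non-fermentable carbon), compound, 48 h at 37C non-permissive; CellTiterGlo added, 10 min RT, luminescence read. Rescued growth = division inhibition.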
Numbers without * were called inactive; ? = inconclusive; . = not tested or not shown; [ ] = another dose, or the depositor's remark. Unless noted, calls come from the whole dose curve; as a rule, active = well fitted curve in the direction sought with a large enough effect; inconclusive = small, poorly fitted or top-dose-only effect, or another doubt; inactive = no such curve, though single readings can be large; an effect the other way counts as inactive or inconclusive. An excerpt. The share of hits here may be higher or lower than overall.

SMILES	Gal4-VP16 FLuc	Menin MLL FP TR	PKM2 activator	KCNH2 3.1 block	RORg inh	Rab9 promoter act	FLuc modulator	ELG1 DNA repair	MBNL1-CUG inh	NPC1 promoter act	Mito fusion yeast
Cc1ccc(-n2c(O)c(C=NCc3ccccn3)c3ccccc3c2=O)cc1C	22µM*	5%	12%	-4	10µM*	0%	-1%	?	?	2%	15%
Cn1ncc(Cl)c1C(=O)N1CCN(c2ccc(F)cc2)CC1	.	10%	0%	2	.	-8%	-7%	-10%	-3%	-6%	3%
COc1ccc(CCNC(=O)C2CCN(C(=O)c3ccc(Br)cc3)CC2)cc1OC	-1%	1%	0%	-2	15%	0%	-2%	8%	0%	-1%	1%
Cc1nnc(SCCOC(N)=O)n1C	-9%	6%	3%	10	-9%	-8%	-1%	3%	7%	-3%	-2%
CC(=C\c1ccccc1)/C=C1/SC(=O)N(CCCC(=O)Nc2ccc(C(=O)O)cc2)C1=O	-4%	?	1%	-4	?	2%	17µM*	?	?	17%	5%
Cc1nc2c(C#N)c(-c3ccc(Cl)cc3)ccn2n1	-4%	15%	1%	0	45%	-2%	2%	15%	?	0%	0%
O=C(NCCc1ccccc1)c1ccc(NC2=NC3CS(=O)(=O)CC3S2)cc1 (stereo unspecified)	-6%	?	-3%	-1	33%	6%	3%	8%	-12%	1%	0%
O=C(Nc1nnc(Cc2ccc([N+](=O)[O-])cc2)s1)c1ccc2c(c1)OCO2	2%	.	6%	4	-4%	6%	-14%	13%	8%	-1%	-1%
Cc1cccc(-n2ccnc2SCC(=O)N2CCCc3ccccc32)c1C	-1%	-11%	5%	-8	-42%	-2%	0%	-15%	11%	1%	15%
COc1ccc(NC(=O)CN(C)C(=O)CNC(=O)c2sc3ccccc3c2Cl)cc1	.	.	.	3	.	?	3µM*	?	.	?	10%
O=[N+]([O-])c1cc(O)c2ncccc2c1	-2%	7%	?	21	0.89µM*	-34%[inhibitor]	0%	2.6µM*	?	-39%[inhibitor]	19%
NC(=O)CSc1nnc(NC(=O)c2cccc(S(=O)(=O)N3CCCCC3)c2)s1	10%	4%	-1%	7	5%	?	?	8%	7%	-2%	12%
Cc1[nH]c2ccc(C(=O)Nc3ccncc3)cc2c1C	0%	30%	.	15	17%	5%	17µM*	12µM*	0%	-1%	-25%
COc1ccccc1NC(=O)CSCc1cc(=O)n2c(C)csc2n1	2%	7%	0%[0.46 µM]	0	-33%	-4%	5%	-1%	-5%	-2%	10%
COC(=O)Cn1cnc2c(cnn2-c2ccc(C)cc2)c1=O	-9%	-7%	.	16	32%	-6%	-18%	9%	-8%	16%	-2%
O=C(OCc1cc(=O)n2c(n1)sc1ccccc12)c1ccc(O)cc1O	-12%	?	-32%	-10	0%	-2%	-2%	?	3%	0%	-4%
Cc1cc(C)c(C#N)c(SCC(=O)NC2CC2)n1	3%	1%	-3%	28	3%[10 µM]	8%	0%	?	-12%	4%	-2%
c1ccc2c3n(nc2c1)CCCO3	.	.	.	9	.	-1%	3%	16%	.	0%	-9%
CCC(=O)N1CCNC(=O)C1CC(=O)Nc1ccc(C)c(Cl)c1 (stereo unspecified)	0%	-3%	-1%	1	19%	-3%	-2%	2%	10%	-3%	2%
CC1CCC(NC(=O)c2ccc(N3CCCC3=O)cc2)CC1 (stereo unspecified)	0%	-9%	-1%	-8	19%	?	?	?	3%	?	-2%
CCOC(=O)C1(Cc2ccccc2)CCCN(S(=O)(=O)N(C)C)C1 (stereo unspecified)	20%	-12%	1%	-2	-10%	-4%	3%	6%	6%	-2%	1%
COc1cc(OC)cc(-c2nnc(SCC(=O)N3CCOCC3)o2)c1	2%	-17%	-2%	37	8%	-4%	-2%	17%	-20%	-2%	-1%
CCN(CC(=O)Nc1ccccc1C(F)(F)F)C(=O)C1CCC1	.	.	.	0	.	-1%	-1%	8%	.	0%	4%
O=S(=O)(NCC(c1ccco1)N1CCN(c2ccc(F)cc2)CC1)c1ccc2c(c1)OCCO2 (stereo unspecified)	0%	-10%	1%	-9	?	-1%	-1%	?	0%	-3%	?
CC(=O)c1ccc(N2CCN(C(=O)c3ccc(Cn4c(=S)[nH]c5ccc(N6CCOCC6)cc5c4=O)cc3)CC2)cc1	25%	2%	-23%	-9	-8%	-1%	-15%	?	367%[activator]	-5%	-2%
COc1ccc(F)cc1C(=O)C1CCCN(C(=O)CCN2CCCCO2)C1 (stereo unspecified)	?	5%	8%	7	10%	0%	3%	10%	-3%	-2%	5%
COc1ccc(F)cc1C(=O)C1CCCN(Cc2c[nH]c3ccccc23)C1 (stereo unspecified)	-5%	?	0%	2	5%	2%	-1%	9%	-7%	1%	-11%
CCOc1ccc(NS(=O)(=O)c2ccc(C(=O)N3CC(C)OC(C)C3)cc2)cc1 (stereo unspecified)	.	.	.	1	.	-4%	8%	?	.	-5%	-1%
CC(=O)N1N=C(c2ccc([N+](=O)[O-])cc2)CC1c1ccccc1Cl (stereo unspecified)	1%	5%	?	-27	12%	-4%	5%	-15%	?	0%	-2%
CCCCOC(=O)/C(=C\c1ccc([N+](=O)[O-])o1)NC(=O)c1ccccc1	25%	31%[activator]	3%	-1	4%	-4%	1%	0%	22%	-3%	4%
NC(=O)NNC(=S)Nc1cccc2ccccc12	-6%	8%	-6%	-6	-7%	15%	2%	-2%	5%	-4%	2%
Cc1nc2ccccc2nc1OCC(=O)Nc1ccccc1	-12%	8%	-1%	-5	-1%	-5%	-2%	0%	3%	-4%	1%
O=C(NCCC(c1ccccc1)c1ccco1)c1cccs1 (stereo unspecified)	?	14%	?	1	?	?	?	?	5%	16%	-1%
O=C(Nc1nnc(SCc2ccc(Cl)cc2)s1)c1cnccn1	14µM*	11%	2%	11	13µM*	-5%	0%	0%	2%	1%	22%
CN1CCCN(C(=O)CSc2ccccc2)CC1	3%	-7%	-1%	10	1%	7%	-2%	2%	10%	-2%	1%
C=CCN(C)NC(=S)Nc1ccccc1	10µM*	22%	9%	-19	5µM*	-6%	0%	0%	.	1%	-9%
COC(=O)C1=C(C(=O)OC)[C@@H]2N(Cc3ccccc3)c3ccccc3[C@@]23C[C@@H](C(=O)OC)N=C3N1	8%	-13%[11.7 µM]	-4%[11.5 µM]	.	3%	1%	-1%	2%	1%	-3%	4%
Cc1nc2ccccn2c1C(=O)N/N=C/c1ccc(F)cc1	1%	-6%	-1%	19	36%	10%	-4%	4%	12%	7%	0%
CCOC(=O)CC1ON(C)C(=O)N1c1ccc(Cl)cc1Cl (stereo unspecified)	10%	0%	6%	5	0%	.	-2%	.	1%	.	3%
Cc1cc(S(=O)(=O)Nc2cccc(O)c2)c(C)s1	6%	1%	28%	5	-32%	3%	-2%	?	-17%	0%	-1%
C=C(C)COc1ccc(-c2ncnc(C(F)(F)F)c2-c2ccccc2)c(O)c1	-10%	?	.	-6	21%	0%	1%	-26%	-6%	-7%	-5%
COC(=O)c1cc(S(=O)(=O)N2CCN(c3ccccc3OC)CC2)cn1C	2%	.	.	12	20%	0%	3%	-15%	2%	-1%	5%
CCSc1nnc(NC(=O)c2c(-c3ccccc3Cl)noc2C)s1	?	2%	-3%	-4	?	14%	-10%	?	?	15%	?
Cc1ccc(C(=O)N2CCCC2)cc1S(=O)(=O)Nc1cccc(C)c1C	-15%	-24%	0%	-11	16%	-3%	2%	-11%	-2%	1%	9%
Cc1nnc(SCC(=O)Nc2ccc3c(c2)OCCO3)n1N	8%	5%	1%	-1	31%	-1%	-11%	10%	-1%	-5%	-1%
O=C(OCCN1CCOCC1)c1ccc(Cl)cc1Cl	-4%	-2%	-3%	4	5%	-1%	24µM*	7%	4%	1%	2%
CC(=O)c1cc2c(cc1NC(=O)CN1CCCCCCC1)OCO2	-3%[0.365 µM]	-13%	5%	-17	-21%	-14%	-8%	-2%	15%	-5%	17%
CS(=O)(=O)N(CC(=O)N1CCCC1)c1ccc(OCc2ccccc2)cc1	-4%	-4%	-9%	-3	21%	-2%	0%	-10%	2%	-6%	-5%
O=C(NCCS(=O)(=O)NCc1ccc(Cl)cc1)c1ccccc1	.	.	.	-4	.	-1%	-15%	?	.	2%	6%

Screening data as filed in PubChem BioAssay.
